pAkt inh = inhibitors of Akt phosphorylation; Neuro2A IGF-stimulated pAkt S473 HTRF, 20 min; active compounds read low; activity change, % for hits at 50 µM; 360,000 tested, 0.32% active; AID 651550; in the data active means activity change below about -80%; inconclusive means mostly about -51% to -80%; further: on the % scale 0 is the no-effect control and ±100 the full control effect
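Single-point screen (50 µM final compound) in Neuro2A cells stimulated 20 min with 6 nM IGF at 37 deg C. After lysis, Ser473-phosphorylated Akt read by HTRF (ex 330 nm, em 615/665 nm) as the 665/615 ratio.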
EPAC2 agonist = activates human EPAC2 exchange factor. Potency, µM (series often up to 154 µM), inactives show at the top dose activation, most hits filed as activators. 360,000 tested, 0.079% active. EPAC2 activation, biochemical qHTS; response scale: 100% = 6.5 mM cAMP response. Q8WZA2; further: potency means the concentration at half of the fitted maximal effect; nearly all actives have a fitted effect of over 50% in size
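Fluorescence exchange assay: 100 nM EPAC2 with 250 nM RAP1B-BODIPY-GDP and 50 uM GDP; compounds tested as a concentration-titration series (qHTS). Loss of Rap1-bound BODIPY-GDP fluorescence read at 480/540 nm; data normalized to 6.5 mM cAMP.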
PTHR1 ag = activates the human parathyroid hormone receptor PTHR1. 410,000 tested, 0.075% active. AID 743266. Q03431. HEK293 GP2 PTHR1 cells, GloSensor cAMP luminescence, 1 h. Potency, µM (top dose mostly 115 µM), inactives show at the top dose activation, hits mostly activators; further: potency means the concentration at half of the fitted maximal effect; nearly all actives have a fitted effect of over 55% in size; some results filed as inactive show a strong effect at the top dose; inactives centre near -15; many of its hits are not listed in these tables
Target sequence (Q03431 whole entry, looked up): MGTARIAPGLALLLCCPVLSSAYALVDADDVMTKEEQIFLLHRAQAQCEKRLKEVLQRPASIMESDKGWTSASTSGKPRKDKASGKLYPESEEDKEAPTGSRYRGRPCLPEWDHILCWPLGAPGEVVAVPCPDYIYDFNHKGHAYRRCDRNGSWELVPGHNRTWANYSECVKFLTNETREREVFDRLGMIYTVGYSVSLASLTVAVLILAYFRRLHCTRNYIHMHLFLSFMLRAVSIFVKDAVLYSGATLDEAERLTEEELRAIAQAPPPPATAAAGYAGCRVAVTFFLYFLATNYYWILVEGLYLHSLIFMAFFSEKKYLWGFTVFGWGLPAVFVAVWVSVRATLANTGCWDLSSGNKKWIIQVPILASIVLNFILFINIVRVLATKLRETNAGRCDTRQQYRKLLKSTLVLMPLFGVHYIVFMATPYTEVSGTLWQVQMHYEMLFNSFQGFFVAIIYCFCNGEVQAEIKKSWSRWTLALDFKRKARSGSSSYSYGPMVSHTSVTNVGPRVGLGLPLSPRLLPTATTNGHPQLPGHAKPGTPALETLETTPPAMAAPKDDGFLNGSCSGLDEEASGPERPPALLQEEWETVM
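HEK-293-derived GP2 cells expressing PTHR1 and a GloSensor cAMP reporter, 3,000/well, plated overnight, given luciferin plus IBMX (each 0.5 mM as added) for 1 h at 37 °C, then compound for 1 h at 37 °C. Luminescence was read after 15 min at room temperature.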
CCT modulator = changes cytosolic chaperonin activity | activity change, % (test concentration not listed), hits read low | AID 651819 | 360,000 tested, 0.3% active | purified chaperonin ATPase assay, HTRF ADP detection, 30 min; in the data active means activity change below about -30%; further: on the % scale 0 is the no-effect control and ±100 the full control effect
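First, chaperonin was dispensed at 40 nM or 20 nM final depending on batch activity. Next, compounds were pinned at 76 uM and ATP added at 10 uM. After 30 min at 37 °C, ADP detection reagents ran 30 min at ambient temperature.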
D3 ag = activates the human D3 dopamine receptor; AID 652048; D3R DiscoveRx beta-arrestin cells, luminescence, 90 min; max activation, %; 410,000 tested, 0.58% active; in the data active means max activation above about 30%; further: 0% is about no effect; mostly tested at two doses, the higher about 12 µM
Target sequence (P35462 whole entry, looked up): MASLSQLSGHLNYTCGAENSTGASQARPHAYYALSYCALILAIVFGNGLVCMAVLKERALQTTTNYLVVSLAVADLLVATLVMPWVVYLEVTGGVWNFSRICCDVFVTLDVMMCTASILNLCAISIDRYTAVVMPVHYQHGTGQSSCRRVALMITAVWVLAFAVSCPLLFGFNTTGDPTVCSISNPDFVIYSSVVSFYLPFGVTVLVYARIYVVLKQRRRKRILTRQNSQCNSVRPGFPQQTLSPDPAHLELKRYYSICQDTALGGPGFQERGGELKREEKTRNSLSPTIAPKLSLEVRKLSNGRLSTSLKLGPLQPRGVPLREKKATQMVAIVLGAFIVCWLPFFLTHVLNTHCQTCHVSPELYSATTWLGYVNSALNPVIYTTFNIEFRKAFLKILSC
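Agonist-mode cell screen: cells plated at 1500/well and incubated overnight at 37 °C, then exposed to library compounds for 90 min at 37 °C. Detection reagent was added for 30–60 min at room temperature, and luminescence was read.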
D3 antag = blocks the human D3 dopamine receptor; 360,000 tested, 2.5% active; P35462; max response, negative = inhibition, %; D3R cells, DiscoveRx beta-arrestin luminescence, antagonist mode; active compounds read low; in the data active means max response below about -50%; inconclusive means no clear call, values can overlap the other calls; further: on the % scale 0 is the no-effect control and ±100 the full control effect; mostly tested at two doses, the higher about 12 µM
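Cells plated overnight at 1500 cells/well, then exposed to library compounds with dopamine controls for 90 minutes at 37 degrees C. DiscoveRx reagent added for 30–60 minutes at room temperature; luminescence read, quantitative HTS format.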
EPAC2 antagonist = antagonists of human EPAC2; 360,000 tested, 0.18% active; AID 720708; Potency, µM (titrated, usually from 114 µM), inactives show at the top dose activity, negative = inhibition, most hits filed as inhibitors; EPAC2 GEF exchange of Rap1B-BODIPY-GDP, fluorescence; further: potency means the concentration at half of the fitted maximal effect; on the % scale 0 is the no-effect control and ±100 the full control effect; nearly all actives have a fitted effect of over 45% in size; many of its hits are not listed in these tables
MmCpn inh = M. maripaludis TRiC chaperonin inhibition | Potency, µM (doses to about 76.9 µM), for inactives: at the top dose activity, negative = inhibition, usual class: inhibitors | purified Mm-Cpn ATPase, ADP Transcreener TR-FRET | 330,000 tested, 0.031% active; further: potency means the concentration at half of the fitted maximal effect; on the % scale 0 is the no-effect control and ±100 the full control effect; nearly all actives have a fitted effect of over 80% in size
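25 nM Mm-CPN + cpd, 10 min 37°C; + 10 uM ATP, 30 min 37°C; buffer 30 mM Tris pH 7.4, 100 mM KCl, 5 mM MgCl2, 1 mM DTT; Transcreener ADP HTRF detection 30 min RT.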
An asterisk follows results filed as active; i = inactive; ? = inconclusive; . = no result given; & = joins results of further samples; [ ] = remark or other dose. Unless noted, the call rests on the fitted dose curve; in most records, active means well fitted curve in the direction sought with a large enough effect; inconclusive means small, poorly fitted or top-dose-only effect, or another doubt; inactive means no such curve, though single readings can be large; an effect the other way counts as inactive or inconclusive. An excerpt; count on the stated rates, not on these rows.

SMILES,pAkt inh,CCT modulator,EPAC2 agonist,EPAC2 antagonist,D3 antag,PTHR1 ag,MmCpn inh,D3 ag
CC(C)NC(=O)C1Cc2c(-c3ccc4c(c3)OCO4)ccnc2O1 (stereo not given),i,-2.1,14%,44%[activator],-19,i,.,-7
CO/N=C/C(=N\Nc1ccccc1)C(=O)c1ccccc1,i,0.9,12%,-7%,6,6%,1%,-12
CC1CCN(C(=O)c2ccc(CSc3ccc(Cl)cc3)cc2)CC1,i,-3.3,7%,-3%,-8,-37%[inhibitor],0%,-2
CCN(CC)c1ccc(/C=N/NC(=O)c2cnccn2)c(O)c1,i,-0.6,-9%,-13%,-58*,-27%,-3%,-7
O=C(CSc1ncn[nH]1)NCc1ccc2c(c1)OCO2,i,-0.8,-4%,-4%,5,8%,0%,5
CC(C)OC(=O)c1cccc2c1C(=O)c1ccccc1-2,i,-2.6,10%,-22%,19,-38%[inhibitor],0%,-16
Cc1cccc(C)c1NC(=O)C1C2C=CC(C2)C1C(=O)O (stereo not given),i,1.5,5%,8%,14,i,1%,22
Cc1ccc(NC(=O)NC2CCCCCCC2)c(C)c1,i,-0.3,2%,2%,1,i,2%,6
Cc1cc(C)n2nc(-c3ccc(Br)cc3)cc2n1,i,1.2,3%,-2%,-10,?,-1%,-1
Cc1cc(/C=N\NC(=O)c2cccs2)c(C)n1-c1ccc2ncccc2c1,i,-2.7,17%,-6%,17,-26%[57.5 µM],2%,5

Remaining list, next part:
SMILES,pAkt inh,CCT modulator,EPAC2 agonist,EPAC2 antagonist,D3 antag,PTHR1 ag,MmCpn inh,D3 ag
CC(=O)c1ccc(NS(=O)(=O)c2cccc3cccnc23)cc1,i,0.1,7%,1%,-7,-24%,.,-1
O=C(NC1CC1)C1=COCCO1,i,-1.9,12%,-6%,13,i,-1%,-2
Cc1cccc(C(=O)NC(NCCc2ccccc2)C(Cl)(Cl)Cl)c1 (stereo not given),i,1.1,13%,-8%,11,i,1%,3
COc1ccc(-n2nc(C(=O)NCC(=O)Nc3cc(OC)ccc3OC)c3ccccc3c2=O)cc1,i,-0.3,0%,-12%,7,-24%,-7%,0
Cn1cnnc1SCC(=O)Nc1ccc(Cl)cc1,i,0.6,11%,0%,1,i,1%,10
C=CCSc1ccc(S(=O)(=O)N2CCN(C)CC2)cn1,i,-2.0,6%,5%,-19,-23%,-5%,-11
Cc1ccc2nc(C)c(C(=O)N/N=C/c3ccc(C(=O)O)cc3)cc2c1,i,-0.9,9%,-6%,2,-7%,-1%,7
O=S(=O)(N/N=C/c1ccc2c(c1)OCCO2)c1ccccc1,i,-1.9,9%,17%,29,-5%,-6%,1
CCOC(=O)c1cc(C#N)c(Nc2ccc(C)cc2)nc1C(F)(F)F,i,-1.3,-2%,-1%,-3,i,0%,7
Cc1nc(SCc2ccc(Cl)cc2)ncc1C(=O)O,i,-2.1,4%,1%,6,-17%,2%,6

Next section:
SMILES,pAkt inh,CCT modulator,EPAC2 agonist,EPAC2 antagonist,D3 antag,PTHR1 ag,MmCpn inh,D3 ag
CC(=O)Nc1ccc2ccccc2c1,i,-4.0,-2%,-10%,11,-8%,3%,-6
OC(c1cccc(Cl)c1)c1nc(-c2ccoc2)cs1 (stereo not given),i,-0.7,9%,-5%,-22,i,.,-11
S=c1[nH]nc(-c2ccccc2Cl)n1/N=C/C=C/c1ccco1,i,-1.2,10%,3%,-22,i,2%,-4
Cc1cc(C(=O)COC(=O)c2ccncc2)c(C)n1CCc1ccc(F)cc1,i,-4.1,10%,-7%,0,-15%,-7%,-2
O=C(NNC(=O)c1ccco1)c1ccc(NS(=O)(=O)c2cccs2)cc1,i,0.8,7%,-5%,-11,-2%,0%,0
CCOC(=O)NC(=O)c1cn(CCN(C)C)c(=O)[nH]c1=O,i,-1.4,7%,11%,6,-6%,2%,1
Cc1cccc(NC(=O)c2cc(S(=O)(=O)N3CCC4(CC3)OCCO4)ccc2F)c1,i,0.7,14%,-7%,-11,-12%,1%,0&5
COc1cc(/C=C/C(=O)OCC(=O)Nc2ccccc2Cl)cc(OC)c1OC,i,-1.6,-5%,-1%,-16,i,0%,-2
CCOCCCNC(=O)C(c1ccc(OC)cc1)N(Cc1ccc2c(c1)OCO2)C(=O)c1ccccn1 (stereo not given),i,-15,5%,-6%,2,-6%,1%,-2
CCN1C(=NCCN2CCOCC2)N[C@@H](c2ccccc2)C(C(=O)OC)=C1C,i,-2.0,14%,0%,0,?,2%&-1%,-13

The list goes on:
SMILES,pAkt inh,CCT modulator,EPAC2 agonist,EPAC2 antagonist,D3 antag,PTHR1 ag,MmCpn inh,D3 ag
Cc1cc(=O)oc2c(CN(C)Cc3ccccc3)c(O)ccc12,i,-7.7,1%,7%,3,i,-9%,1
O=C(CSc1n[nH]c(=O)n1-c1cccnc1)Nc1ccccc1,i,2.0,4%,1%,4,4%,0%,0
O=C(c1ccc(F)cc1)N1CCC(N2CCOCC2)CC1,i,0.5,8%,2%,-12,i,-6%,-4
COc1ccc(C(=O)Nc2ccc(C(=O)NCC3CCCO3)cc2)c(OC)c1OC (stereo not given),i,-0.1,9%,5%,6,i,-2%,-2
CC1(C(=O)O)CCCN1C(=O)c1cc2ccccc2s1 (stereo not given),i,2.5,5%,1%,4,26%,.,1
Fc1ccccc1N1CCN(c2ncnc3nc[nH]c23)CC1,i,2.2,2%,1%,25,-15%,2%,0
C/C(CC(=O)N(C(C)C)C(C)C)=N\NC(=O)COc1ccc(Cl)cc1Cl,i,-0.9,-1%,15%,-21,-29%,-4%,-2
CC(C)(C)NC(=O)C(c1ccco1)N(C(=O)Cn1nnc(-c2ccc(F)cc2)n1)c1ccccc1F (stereo not given),i,-4.1,1%,-13%,38,i,3%,6
COc1cccc(CNC(=O)c2cc(S(=O)(=O)N3CCOCC3)ccc2N2CCCC2)c1,i,-1.8,6%,0%,10,i,-2%,-3
CCOc1ccc(NC(=O)CN(C)C(=O)CC2CC3CCC2C3)cc1OCC (stereo not given),i,-0.8,2%,-1%,-18,-19%,0%,-4

An excerpt of these results, with values under each structure:
Second line of a record – pAkt inh	CCT modulator	EPAC2 agonist	EPAC2 antagonist	D3 antag	PTHR1 ag	MmCpn inh	D3 ag
- COc1cc(/C=C/C(=O)OCC(=O)Nc2ccccc2Cl)cc(OC)c1OC
  i	-1.6	-5%	-1%	-16	i	0%	-2
- Cc1cccc(C)c1NC(=O)C1C2C=CC(C2)C1C(=O)O (stereo not given)
  i	1.5	5%	8%	14	i	1%	22

Remaining list, next part.
SMILES,pAkt inh,CCT modulator,EPAC2 agonist,EPAC2 antagonist,D3 antag,PTHR1 ag,MmCpn inh,D3 ag
S=c1[nH]nc(COc2ccccc2)n1/N=C/c1ccc(Cl)c(Cl)c1,i,-2.4,14%,3%,-22,-2%,-2%,-4
COC1=CC(=Cc2c(N)n3nc(CC(=O)N4CCOCC4)sc3nc2=O)C=C(OC)C1=O,i,13,18%,7%,0,i,1%,0
O=C(COC(=O)C1CCN(S(=O)(=O)c2ccc3c(c2)OCCO3)CC1)NC1CCS(=O)(=O)C1 (stereo not given),i,-5.3,1%,2%,-16,-6%,1%,-11
CS(=O)(=O)Nc1ccc(C(=O)Nc2ccc3c(c2)OCCO3)cc1,.,-0.9,0%,9%,-11,i,2%,5
C=CCn1c(SCC(=O)Nc2cccc(C(=O)OC)c2)nnc1C(C)NC(=O)c1cccs1 (stereo not given),i,-2.6,-6%,-2%,3,-4%[57.5 µM],-8%,5
CCOC(=O)Cc1csc(SCC(=O)NC2CCC(C)CC2)n1 (stereo not given),i,-1.8,-2%,-17%,-1,i,-2%,-4
CCC(CC)C(=O)N(C)c1c(C)nc2c(OCc3ccc(F)c(F)c3)cccn12,i,1.4,3%,-1%,2,-20%,.,7
O=C(Nc1cccc(S(=O)(=O)Nc2ccc(SC(F)F)cc2)c1)C1CCC1,i,-0.5,5%,?,-5,-14%,-1%,0
CCn1nc(C)c(CN2CCC(n3nccc3NC(=O)c3ccccc3OC)CC2)c1C,i,-2.5,-1%,11%,13,-1%,1%,2
CCN(CC)C(=O)CSc1nc2c(sc(=S)n2-c2ccc(C)cc2C)c(=O)[nH]1,i,-1.7,6%,-4%,12,-15%,0%,8

Continued:
SMILES,pAkt inh,CCT modulator,EPAC2 agonist,EPAC2 antagonist,D3 antag,PTHR1 ag,MmCpn inh,D3 ag
CCn1cc(C(=O)O)c(=O)c2cc(F)c(N3CCN(C(=S)NC(=O)c4ccccc4Cl)CC3)cc21,i,0.2,9%,5%,-1,-48%[inhibitor],1%,-9
COc1ccc(/C=N/NC(=O)c2nonc2C)cc1,i,-3.1,2%,-1%,5,i,3%,-10
COc1cc(C(=O)NCc2ccccn2)ccc1OCc1c(C)noc1C,i,0.4,17%,15%,20,i,3%,1
NC1=NC[C@@H](Cc2ccc(O)cc2)N1CCc1cc(C(F)(F)F)cc(C(F)(F)F)c1,i,-0.5,4%,19%,4,21%,-3%,13
Cc1ccc(C)c(S(=O)(=O)N2CCN(c3ncnc4sccc34)CC2)c1,i,-2.4,3%,-6%,16,-32%,-16%,0
COc1cccc(-c2nc(CSCC(=O)NCC3CCCO3)c(C)o2)c1 (stereo not given),i,0.4,8%,-1%,5,-26%,-2%,5
CN[C@H]1C[C@H]2c3[nH]c4ccc(-c5cccc(C)c5)cc4c3CCN2C[C@H]1[C@H](C)O,i,-0.5,20%,-6%,2,1%,.,-5
O=Nc1c(O)n(Cc2cccc(C(F)(F)F)c2)c2ccccc12,i,-2.4,0%,?,0,-19%,5%,8
COC(=O)c1ccccc1NC(=O)C12CCC(C)(C(=O)O1)C2(C)C (stereo not given),i,-12,8%,-2%,-24,i,1%,-14
O=C1CNC(=S)N1CCc1ccc(O)c(O)c1,i,1.7,6%,2%,1,i,-2%,14

Screens: PubChem BioAssay, National Center for Advancing Translational Sciences (NCATS)
